SENP8 inh: human SENP8 protease inhibitors, primary screen, biochemical, fluorescence, Nedd8 protein substrate, uHTS | inhibition, % at 20 µM | 360,000 tested, 0.64% active | recombinant SENP8; in the data active means inhibition mostly above about 40%, no sharp cut-off; inactive means mostly below about 27%
Target sequence (Q96LD8 whole entry, looked up): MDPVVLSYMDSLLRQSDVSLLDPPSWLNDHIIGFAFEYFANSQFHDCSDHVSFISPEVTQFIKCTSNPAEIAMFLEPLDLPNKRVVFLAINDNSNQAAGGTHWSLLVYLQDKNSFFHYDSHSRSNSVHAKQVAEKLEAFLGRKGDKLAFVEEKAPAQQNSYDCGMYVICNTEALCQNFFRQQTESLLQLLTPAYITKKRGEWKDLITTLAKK
SENP1 inh: human SENP1 catalytic domain inhibitors, primary screen, biochemical, FRET, uHTS | Sentrin-specific protease 1 (Homo sapiens), Q9P0U3 | recombinant SENP1 catalytic domain, CyPet-SUMO1-YPet FRET cleavage | inhibition, % at 10 µM | 360,000 tested, 0.21% active | AID 624204, 2012;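 active means inhibition at least 30% at 10 µM, raw YFP signal under a set limit, fluorescence ratio 0.5 to 1.5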;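 further: 0% = enzyme with DMSO and 100% = no enzyme wells; some results filed as inactive read as strong as hits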
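Material: hSENP1 catalytic domain, recombinant; medium: Tris pH 8 with BME, BSA, NP40 and catalase; compound: single concentration of 10 µM compound, 0.5% DMSO final; technique: FRET read of cyan and yellow fluorescence; timing: 50 min enzyme reaction, room temperature, light-protected; reagent: SFCypet-SUMO1-SFYpet substrate at 25 nM; control set: no-enzyme low, enzyme-DMSO high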
hIAP activ: human IAP activators, primary screen, biochemical, luminescence, uHTS. Intestinal-type alkaline phosphatase (Homo sapiens), P09923. purified human IAP, CDP-Star luminescence, 30 min; active compounds read high; 1 = vehicle-only enzyme, 0 = enzyme-free background. activation factor at 10 µM. 330,000 tested, 0.16% active;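 active means activation factor of the enzyme at least 2-fold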; further: the source names both 10 and 20 µM as test concentration; values of inactives mirror those of a sister screen read the other way
PfGluPho inh: PfG6PD enzyme inhibitors, primary screen, biochemical, fluorescence intensity, uHTS | AID 504690, 2011 | PfGluPho enzyme, NADPH resazurin-diaphorase fluorescence | inhibition, % at 20 µM | 350,000 tested, 0.78% active;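 active means inhibition reaching at least a set limit at 20 µM in the primary screen, cut at about 59% in these data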;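 further: 0% = DMSO wells with substrate and 100% = DMSO wells lacking glucose-6-phosphate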
ATG4B inh: ATG4B protease inhibitors, primary screen, biochemical, fluorescence, uHTS. ATG4B cleavage of LC3-PLA2, NBD-HPC fluorescence, 1 h. inhibition, % at 8.33 µM. 340,000 tested, 0.51% active; in the data active means inhibition above about 40%
Target sequence (Q9Y4P1 whole entry, looked up): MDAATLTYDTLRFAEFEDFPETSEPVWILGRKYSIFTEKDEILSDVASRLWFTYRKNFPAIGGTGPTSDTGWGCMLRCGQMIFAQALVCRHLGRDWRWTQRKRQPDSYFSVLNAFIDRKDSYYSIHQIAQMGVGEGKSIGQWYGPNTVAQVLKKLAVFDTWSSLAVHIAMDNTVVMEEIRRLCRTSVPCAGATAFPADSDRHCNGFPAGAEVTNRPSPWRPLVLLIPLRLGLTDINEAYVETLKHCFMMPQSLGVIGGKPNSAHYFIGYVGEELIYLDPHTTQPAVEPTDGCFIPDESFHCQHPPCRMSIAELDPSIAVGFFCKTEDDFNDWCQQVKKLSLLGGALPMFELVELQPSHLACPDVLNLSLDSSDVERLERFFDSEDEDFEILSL
SENP6 block: SENP6 protease inhibitors, primary screen, biochemical, luminescence, uHTS. Sentrin-specific protease 6 (Homo sapiens), Q9GZR1. Recombinant SENP6 catalytic domain, aminoluciferin luminescence. inhibition, % at 10 µM. 330,000 tested, 1.8% active. AID 2599, 2010;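 active means inhibition above about 50% at the single tested dose, limit read from the data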;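 further: plate controls were DMSO wells with enzyme for no effect and DMSO wells lacking enzyme for full effect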
Target sequence (Q9GZR1 628-1112 limits assumed): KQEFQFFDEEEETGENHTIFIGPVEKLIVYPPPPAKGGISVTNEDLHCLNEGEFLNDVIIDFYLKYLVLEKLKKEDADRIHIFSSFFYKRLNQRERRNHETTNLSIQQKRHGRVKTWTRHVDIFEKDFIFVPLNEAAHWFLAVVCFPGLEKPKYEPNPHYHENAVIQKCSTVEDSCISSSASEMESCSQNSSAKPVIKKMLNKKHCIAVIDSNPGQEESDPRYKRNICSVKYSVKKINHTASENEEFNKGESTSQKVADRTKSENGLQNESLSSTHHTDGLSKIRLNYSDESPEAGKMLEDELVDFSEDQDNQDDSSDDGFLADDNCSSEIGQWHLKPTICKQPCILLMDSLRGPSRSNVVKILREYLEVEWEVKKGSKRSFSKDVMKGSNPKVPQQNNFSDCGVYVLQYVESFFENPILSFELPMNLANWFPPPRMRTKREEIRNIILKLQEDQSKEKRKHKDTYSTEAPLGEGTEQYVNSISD
MPTP block: mitochondrial permeability transition pore inhibitors, primary screen, biochemical, isolated mouse mitochondria, absorbance; 360,000 tested, 1.4% active; inhibition, % at 10 µM; Ca2+ swelling absorbance, 30 min;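 active means inhibition of 50% or more, scaled per plate between neutral and stimulator controls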;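 further: 0% = DMSO wells given calcium and 100% = 1 mM EGTA wells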
GRIN3A LBD mod: binders of NR3A ligand-binding domain, primary screen, biophysical, differential scanning fluorimetry, uHTS. Glutamate receptor ionotropic, NMDA 3A (GRIN3A) ligand-binding domain. NR3A LBD differential scanning fluorimetry, Tm shift; 0% = protein alone, 100% = glycine-bound protein. Tm shift relative to glycine control, % at 25 µM. 340,000 tested, 2.5% active;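 active means melting temperature shift of at least 10% of the positive control shift, at one fixed dose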
Starred values were filed as active, the others as inactive; / = no result given. The order is random. About 6.7% of those tested had a hit in this group.

SMILES | SENP8 inh | SENP1 inh | hIAP activ | PfGluPho inh | ATG4B inh | SENP6 block | MPTP block | GRIN3A LBD mod
CC(c1ccccc1)N1CC(C(=O)N2CCN(c3ccccc3)CC2)CC1=O (configuration not stated) | -3 | 0 | 1 | 5 | -6 | -4 | -1.2 | -1
COC(=O)C(OC(=O)c1ccccc1)C(C)Br (configuration not stated) | 17 | 1 | 0.83 | -7 | 5 | -8 | 0.8 | 1
Cc1ccc(-c2nn3c(C)nnc3s2)cc1NC(=O)COc1ccc(Cl)cc1 | 3 | -11 | 0.9 | -5 | 9 | 1 | -1.5 | -5
Cc1ccc(C)c(C(=O)COC(=O)c2cc(Cl)nc3ccccc23)c1 | -34 | 1 | 0.96 | -2 | 16 | -17 | -1.7 | 2
CCOC(=O)c1cccc(NS(=O)(=O)c2c(C)[nH]c(C)c2C(=O)N2CCCC2)c1 | 0 | 2 | 0.84 | -3 | 3 | -3 | -2.7 | 0
COc1ccccc1C(=O)COC(=O)c1nc(Cl)ccc1Cl | -4 | -1 | 0.98 | -2 | 7 | 7 | 0.5 | 0
O=C(c1ccco1)N1CCN(C(=O)C2CCN(S(=O)(=O)c3cccc4nsnc34)CC2)CC1 | 4 | 2 | 0.76 | 10 | 2 | 8 | 0.1 | 2
O=C(Cn1cc(SCc2ccccc2Cl)c2ccccc21)N1CCOCC1 | 11 | 0 | 0.89 | 28 | 1 | 75* | 0.7 | -5
Cc1cc(F)ccc1S(=O)(=O)N1CCCOC1CNC(=O)C(=O)NCCN1CCOCC1 (configuration not stated) | 12 | 0 | 1.1 | 3 | -3 | -11 | -1.1 | 2
COc1cc([N+](=O)[O-])ccc1NC(=O)COC(=O)CCOc1ccc(C)cc1 | 10 | 2 | 0.99 | 5 | -1 | 10 | 1.2 | 3
Cc1ccc(/C=C/C(=O)OCC(=O)NC(=O)NCc2ccco2)cc1 | 4 | -1 | 0.99 | 15 | -29 | -11 | -1.0 | 2
CS(=O)(=O)N1N=C(c2ccc3nccnc3c2)CC1c1ccccc1 (configuration not stated) | 1 | -9 | 0.97 | 3 | -6 | -2 | -1.2 | 2
CCCCC/C=C/C1=CC(=O)C[C@H](c2ccc(Cl)cc2)C1 | -2 | -3 | 1 | 12 | -11 | 3 | 0.3 | -2
Cc1occc1C(=O)N1CCN(S(=O)(=O)c2ccccc2)CC1 | 10 | 0 | 1.3 | -8 | 7 | -12 | -0.7 | -4
CCOC(=O)N1CCN(C(=O)CCCn2nc(C)c3sc4ccccc4c3c2=O)CC1 | -14 | -1 | 1 | -12 | -12 | -3 | 8.2 | -3
O=C(Nc1nc(-c2cc3ccccc3oc2=O)cs1)c1ccco1 | -390 | 3 | 0.86 | -1 | -7 | 11 | 0.7 | -2
Nc1ccc(C(=O)N2CCCC2)cc1CS(=O)(=O)c1ccc(Cl)cc1 | 19 | -2 | 1.1 | 2 | -7 | -22 | -0.4 | 0
Cc1ccc(OC(=O)CCN2C(=O)c3ccccc3C2=O)cc1C | 6 | 1 | 1.1 | 9 | 10 | -6 | -0.5 | 0
Cc1cccc(NC(=O)c2ccc(OCC(=O)NCc3ccccc3)cc2)c1C | 10 | 3 | 1.1 | 4 | 1 | -15 | 0.3 | 0
CCN(CC)c1nc2nonc2nc1N(CC)CC | 23 | 1 | 1.1 | -5 | 8 | 8 | 1.5 | 0
COc1ccc(NC(=O)CN(C)C(=O)c2oc3c(ccc4ccccc43)c2C)cc1 | -41 | -12 | 0.88 | 27 | -20 | -3 | 6.4 | -10
C/C(=N/OCO/N=C(\C)c1ccccc1F)c1ccccc1F | 4 | 0 | 0.89 | 17 | 10 | -2 | 1.7 | 7
CCOC(=O)c1c(N)sc2c(OCC)c(Br)ccc12 | 1 | -1 | 0.95 | 29 | 9 | -10 | 7.2 | /
O=C1c2ccccc2CN1CCNS(=O)(=O)c1ccc2ccccc2c1 | 5 | -2 | 0.99 | -2 | -11 | -21 | 2.8 | -1
O=C(c1ccc[nH]c1=S)N1CCN(S(=O)(=O)c2ccc(Br)cc2Cl)CC1 | 16 | 2 | 0.94 | 52 | -3 | 4 | -2.3 | 0

Arranged by length of the SMILES (low to high): four of the compounds above.
SMILES | SENP8 inh | SENP1 inh | hIAP activ | PfGluPho inh | ATG4B inh | SENP6 block | MPTP block | GRIN3A LBD mod
CCOC(=O)c1c(N)sc2c(OCC)c(Br)ccc12 | 1 | -1 | 0.95 | 29 | 9 | -10 | 7.2 | /
O=C1c2ccccc2CN1CCNS(=O)(=O)c1ccc2ccccc2c1 | 5 | -2 | 0.99 | -2 | -11 | -21 | 2.8 | -1
COc1cc([N+](=O)[O-])ccc1NC(=O)COC(=O)CCOc1ccc(C)cc1 | 10 | 2 | 0.99 | 5 | -1 | 10 | 1.2 | 3
O=C(c1ccco1)N1CCN(C(=O)C2CCN(S(=O)(=O)c3cccc4nsnc34)CC2)CC1 | 4 | 2 | 0.76 | 10 | 2 | 8 | 0.1 | 2

Records above that bear a hit mark in SENP6 block.
SMILES | SENP8 inh | SENP1 inh | hIAP activ | PfGluPho inh | ATG4B inh | SENP6 block | MPTP block | GRIN3A LBD mod
O=C(Cn1cc(SCc2ccccc2Cl)c2ccccc21)N1CCOCC1 | 11 | 0 | 0.89 | 28 | 1 | 75* | 0.7 | -5

Next part
SMILES | SENP8 inh | SENP1 inh | hIAP activ | PfGluPho inh | ATG4B inh | SENP6 block | MPTP block | GRIN3A LBD mod
C/C(=N\NC(=O)CCc1ccccc1)C1C(=O)c2ccccc2C1=O | 15 | 3 | 1.2 | -18 | 4 | -15 | 14 | -3
CC(=O)Nc1ccc(C(=O)NNS(=O)(=O)c2ccc(C)cc2)cc1 | -1 | 3 | 1.1 | 10 | -8 | -19 | -0.5 | 0
COc1ccc(C(=O)OCCN=C2NS(=O)(=O)c3ccccc32)cc1OC | 11 | -1 | 0.91 | -10 | 2 | 3 | 1.7 | 1
CCOc1ccc(C2/C(=C(/O)c3ccc4c(c3)CC(C)O4)C(=O)C(=O)N2CCCn2ccnc2)cc1OCC (configuration not stated) | 3 | 1 | 1.2 | -15 | -11 | -6 | -0.3 | 2
Cc1nc(N2CCN(C(=O)c3ccco3)CC2)nc2c1C(=O)CCC2 | 7 | -1 | 1.5 | 10 | -4 | -23 | -2.1 | 1
CCc1ccc2[nH]c(=O)c(CN(CC3CCCO3)C(=S)NCc3ccco3)cc2c1 (configuration not stated) | 14 | 3 | 0.8 | 16 | -7 | 8 | -1.2 | 1
C=C[C@H](CC(C)C)N(Cc1ccccc1)S(=O)(=O)N(Cc1ccccc1)[C@@H](C=C)CC(C)C | 13 | 3 | 0.94 | 7 | 4 | -3 | 1.1 | 3
CCN(CC)S(=O)(=O)c1cccc(NC(=O)c2cc(=O)[nH]c3ccccc23)c1 | -54 | -16 | 1 | -7 | -13 | -9 | 0.4 | -3
Cc1ncc([N+](=O)[O-])n1CC(=O)Nc1ccc2c(c1)OCO2 | 22 | 2 | 1.3 | 3 | -2 | -7 | 1.1 | 0
CCC1CCCCN1C(=O)c1cc2cc(Br)ccc2oc1=O (configuration not stated) | 5 | -6 | 1 | 10 | 1 | 1 | -2.0 | 0
O=C(O)c1c(NC(=O)N(CCO)Cc2ccccc2)sc2c1CCCC2 | -6 | 3 | 0.94 | 7 | 0 | -6 | -0.8 | 1
N#Cc1ccc(Oc2ccc(S(=O)(=O)N3CCCC3)cn2)cc1 | 1 | 1 | 1.1 | -5 | -8 | -11 | -0.8 | -2
CC(C)c1ccc(OCC(=O)NC2=NCCS2)cc1 | 26 | 2 | 0.99 | -7 | 0 | -5 | -0.7 | -1
O=C(N/N=C/c1cccc(F)c1)c1c(O)c2c([nH]c1=O)CCCC2 | 9 | 1 | 0.88 | -13 | 6 | 17 | 0.7 | 1
COc1ccc(CCNC(=O)c2nnc(CS(=O)(=O)c3ccccc3)o2)cc1OC | 3 | -1 | 0.98 | -3 | -8 | 0 | 0.2 | -1
NC(=O)NC(Cc1ccccc1)C(=O)O (configuration not stated) | 6 | 0 | 1.1 | 10 | 1 | -8 | 1.7 | -1
CCc1c(N=O)c(-c2ccccc2)n(O)[n+]1[O-] | 19 | 5 | / | 3 | / | / | -0.1 | /
CCCCN1/C(=C/c2ccc3ccccc3[n+]2CC)Sc2ccccc21 | 12 | 70* | 0.82 | -10 | -4 | 3 | 94* | 1
O=C(/C=C/c1cccc(C(F)(F)F)c1)OCC(=O)N1CCN(c2ccccc2)CC1 | 8 | 0 | 1.1 | 14 | -8 | 13 | -0.2 | -2
COC(=O)c1ccc(N2CCN(C(C)=O)CC2)c(NC(=O)COc2ccccc2C)c1 | 0 | 2 | 1 | -4 | -3 | -10 | -0.1 | 0
CCCCOC(=O)c1ccc(NC(=O)c2cc(Cl)c(Cl)cc2C(=O)O)cc1 | -22 | 4 | 1.2 | -21 | 23 | -8 | 0.9 | 1
CN(C)CCCNC(=O)C[C@H]1C[C@H](C(=O)N2CCCCC2)[C@@]2(C)c3[nH]c4ccc(Cl)cc4c3CCN2C1=O | 0 | 2 | / | 1 | 0 | / | -2.8 | 2
O=C(N/N=C\c1ccc([N+](=O)[O-])s1)c1cncc(Br)c1 | 37 | -2 | 1.1 | 5 | -11 | 70* | 1.6 | -3
COc1cc(C(=O)NN(CCC#N)C2=NS(=O)(=O)c3ccccc32)cc(OC)c1OC | -9 | -2 | 1.1 | -16 | 9 | 42 | 0.1 | 1
CCn1cc(C(=O)N[C@@H](CCSC)C(=O)NCCCO)c(=O)c2cc3c(cc21)OCO3 | -50 | 0 | 1 | 9 | 4 | -3 | -0.6 | 2
Further structures
SMILES | SENP8 inh | SENP1 inh | hIAP activ | PfGluPho inh | ATG4B inh | SENP6 block | MPTP block | GRIN3A LBD mod
CC(C)(C)C(=O)/C(=C/c1ccc(Cl)cc1)n1cncn1 | 11 | 1 | 1 | 11 | -3 | 1 | -0.1 | 0
Cc1c(Br)ccc(NC(=O)CCN2C(=O)C3C4CCC(C4)C3C2=O)c1C (configuration not stated) | 12 | 2 | 1.1 | 17 | -9 | 0 | 3.1 | 1
Cc1c(C)n2c(SCC(=O)N3CCC(C)CC3)nnc2[nH]c1=O | -3 | 2 | 0.92 | 9 | -4 | 0 | -1.2 | -1
C/C(CC(=O)Nc1ccccn1)=N\NC(=O)c1ccc([N+](=O)[O-])cc1Cl | 19 | 0 | 1.1 | 5 | -4 | 11 | -1.2 | 0
COc1ccc(CNCCc2ccc([N+](=O)[O-])cc2)c(OC)c1OC | 6 | -1 | 0.98 | 2 | -4 | -13 | -0.5 | -3
CC(CCc1ccc(O)cc1)NCc1ccc(Cl)cc1Cl (configuration not stated) | 15 | 1 | 1.3 | -18 | -1 | -5 | 2.1 | 0
O=C1CCC[C@@H]2C[C@@]3(C[C@@H]4CCN1[C@H]24)Nc1cc([N+](=O)[O-])ccc1NC3=NC1CCCCC1 | 34 | 70* | / | -2 | -3 | / | 0.2 | -7
COc1ccc(C(=O)OC2CCCCC2CN(C)C)cc1 (configuration not stated) | 19 | 1 | 0.99 | -10 | -2 | -8 | 1.3 | 1
NS(=O)(=O)c1ccc2c(c1)C(=NO)c1cc(S(N)(=O)=O)ccc1-2 | -122 | 1 | 1.1 | 11 | -10 | 1 | -0.1 | -22
CCOC(=O)c1cc(-c2csc(COc3ccccc3Cl)n2)on1 | 2 | 0 | 0.89 | 2 | -4 | -6 | 5.1 | 2
CN(C)S(=O)(=O)c1cccc(NC(=O)/C=C/c2ccccc2[N+](=O)[O-])c1 | 7 | -2 | 0.83 | 11 | 24 | 7 | 0.1 | -13

Screening results from PubChem.
